NCI-60 one-dose screen, 48 h, at 10 µM unless noted. Numbers give growth in % (100 = growth as untreated, 0 = no growth, -100 = all killed).
OVCAR-3: OVCAR-3 ovarian cancer; actives 7% (n = 79,000); AID 1794787
OVCAR-8: OVCAR-8 ovarian cancer; actives 4.4% (n = 81,000); AID 1794782
DU-145: DU-145 prostate cancer. actives 4.2% (n = 81,000)
PC-3: PC-3 prostate cancer cells; actives 3.9% (n = 80,000); AID 1794754
SF-295: SF-295 CNS cancer cells; AID 1794758; actives 5.6% (n = 79,000)
SNB-19: SNB-19 CNS cancer cells; actives 2.5% (n = 81,000); AID 1794751
U251: U251 CNS tumor cells. AID 1794753. actives 5.4% (n = 80,000)
SF-268: SF-268 CNS cancer cells | actives 3.1% (n = 82,000) | AID 1794759
SF-539: SF-539 CNS cancer; actives 6.8% (n = 81,000); AID 1794752
Numbers without * were called inactive; nt = not tested or not shown; & = joins results of further samples; [ ] = another dose, or the depositor's remark. How the source made its calls: active means growth percent below 10; inactive means the rest.

SMILES,OVCAR-3,OVCAR-8,DU-145,PC-3,SF-295,SNB-19,U251,SF-268,SF-539
NC(=O)c1ccc[n+](CC(=O)c2ccccc2)c1,104.7,105.8,101.0,97.7,105.6,111.6,108.2,91.4,92.3
CCCCCC(C)(CC(=O)O)CC(=O)O,126.3,102.8,122.5,99.6,nt,115.9,102.4,121.7,104.6
Cc1c(O)c(=O)ccn1-c1ccc(C=O)cc1,104.6,109.5,108.8,103.4,nt,102.4,106.3,105.1,101.7
CC(C)(C)c1ccc(NCc2cn(-c3ccc(C(=O)O)cc3)nc2-c2cc(C(F)(F)F)cc(C(F)(F)F)c2)cc1,84.2,84.5,92.5,77.4,97.8,85.7,86.5,88.8,79.5
c1cc(C2CCCCC2)ccc1OCCCCCCN1CCNCC1,40.5,48.0,17.9,27.5,73.1,57.6,-8.7*,54.5,32.4
CC(C)(C)N1CCC1C(N)=O (configuration not stated),105.2,101.8,108.1,95.3,105.6,99.4,nt,102.5,97.7
COc1ccc2[nH]cc(-c3nc(N)nnc3-c3c[nH]c4ncc(Br)cc34)c2c1,64.2,52.5,81.4,69.6,36.7,61.6,50.1,69.2,37.1
O=C(O)COc1ccc(-c2ccc(Br)cc2)cc1,107.5,97.9,106.1,93.1,110.3,98.4,95.9,96.9,99.6
CSc1nnc(-c2cnn3c2NC(c2ccccc2)C3)n1-c1ccc(C(F)(F)F)cc1 (configuration not stated),37.6,79.4,85.1,46.3,32.0,66.9,58.0,65.1,80.3
CCOC(=O)C1=C(C)NC(SCc2nnc(-c3ccc(Cl)cc3)o2)=NC1c1ccc(Cl)cc1 (configuration not stated),70.8,74.8,87.2,48.8,74.1,73.0,73.9,86.0,87.7
Cc1ccc2c(ccc(CC(=S)[S-])[n+]2C)c1,100.2,nt,107.0,82.8,119.6,95.4,97.3,105.2,101.1
C[C@@H]1[C@H](CCO)[C@H]1CCc1ccccc1,103.1,95.9,106.8,90.7,94.4,91.0,91.6,99.8,102.4
NC(=O)c1cc(NCc2cc(O)ccc2O)ccc1O,106.7,87.3,106.8,85.3,110.6,99.4,89.1,99.3,106.4
COc1ccc2c(c1)NC1=C(C(=O)OC1)C2c1cc(OC)c2c(c1)OCO2 (configuration not stated),-44.9*,20.7,-20.6*,24.3,6.7*,37.3,21.1,22.8,6.1*
O=C1NC(=O)/C(=C/c2cn(-c3ccccc3)nc2-c2ccccc2)S1,88.9&95.4,96.2&97.8,89.6&103.6,69.2,59.2&91.6,74.3&94.6,80.7&100.5,85.4&96.0,80.8&91.8
NC(=NCCCC1(c2ccccc2)CCCC1)Nc1ccc(Cl)cc1,60.8,60.4,37.8,43.3,10.0,55.9,-26.6*,58.5,51.3
CC(C)(C)N/N=C(\C(=O)Nc1nc(=S)[nH][nH]1)C1C(=O)Nc2ccccc2S1=O (configuration not stated),102.4,98.9,108.0,90.4,107.2,99.2,nt,100.8,113.0
O=Cc1cccc(S(=O)(=O)O)c1,115.7,105.4,107.0,107.3,105.4,106.7,100.2,100.9,109.1
N/C(=N\C(N)=N\c1nc2ccccc2s1)c1cccc(F)c1,100.6[5 µM],98.9[5 µM],104.1[5 µM],75.5[5 µM],87.8[5 µM],96.0[5 µM],94.1[5 µM],99.1[5 µM],100.1[5 µM]
CN1C(=O)/C(=C/c2nccs2)SC1=S,113.7,91.5,91.2,109.2,93.2,90.5,90.7,103.9,95.4

Next section; the last 5 above are carried over.
SMILES,OVCAR-3,OVCAR-8,DU-145,PC-3,SF-295,SNB-19,U251,SF-268,SF-539
NC(=NCCCC1(c2ccccc2)CCCC1)Nc1ccc(Cl)cc1,60.8,60.4,37.8,43.3,10.0,55.9,-26.6*,58.5,51.3
CC(C)(C)N/N=C(\C(=O)Nc1nc(=S)[nH][nH]1)C1C(=O)Nc2ccccc2S1=O (configuration not stated),102.4,98.9,108.0,90.4,107.2,99.2,nt,100.8,113.0
O=Cc1cccc(S(=O)(=O)O)c1,115.7,105.4,107.0,107.3,105.4,106.7,100.2,100.9,109.1
N/C(=N\C(N)=N\c1nc2ccccc2s1)c1cccc(F)c1,100.6[5 µM],98.9[5 µM],104.1[5 µM],75.5[5 µM],87.8[5 µM],96.0[5 µM],94.1[5 µM],99.1[5 µM],100.1[5 µM]
CN1C(=O)/C(=C/c2nccs2)SC1=S,113.7,91.5,91.2,109.2,93.2,90.5,90.7,103.9,95.4
O=C(Nc1cc(F)cc(F)c1)c1nc(-c2ccccc2)n(-c2cccc3ccccc23)n1,60.7,88.2,90.0,55.9,78.0,86.8,72.5,74.5,89.6
O=C1C=CC(c2ccccc2)(c2ccccc2)CC1,101.0,110.3,106.3,nt,90.8,111.9,102.3,90.7,97.2
O=C1NC(=O)/C(=C/c2ccc(Cl)c(Cl)c2)N1,69.4,100.5,76.0,87.7,93.9,87.2,90.4,62.5,88.8
Nc1c(C(=O)Nc2ccccc2)sc2nc3c(cc12)CCCCCC3,-34.8*,16.4,18.6,31.8,-0.5*,nt,9.6*,36.6,-41.8*
COc1ccc(C2CC(=O)Nc3cc4c(cc32)OCO4)cc1 (configuration not stated),109.1,88.5,102.7,75.6,94.3,94.7,79.1,89.6,92.2
CC1(C)C/C(=C\c2cc(O)ccc2[N+](=O)[O-])C(=O)c2ccccc21,96.0,87.9,107.5,93.5,97.0,95.0,84.8,100.7,94.3
CC1(O)COCCCCOc2c(CN)cccc2NC(=O)c2nc(cnc2N)-c2ccc(cc2)S(=O)(=O)C(C)(C)C1 (configuration not stated),-77.2*,-22.8*,-73.4*,14.0,-90.3*,-55.9*,-74.9*,-66.6*,-93.4*
O=C(O)c1c[nH]c2cc(Cl)ccc2c1=O,102.8,104.6,114.4,106.3,96.5,nt,97.6,105.1,90.5
COc1ccc(/C=N/Nc2ccnc3c(OC)cccc23)c2cccnc12,109.9,105.4,92.1,97.8,106.5,101.4,101.4,110.2,98.1
CC(=O)O[C@H]1CC[C@]2(C)[C@H]3CC=C4[C@@H]5CC(C)(C)CC[C@]5(C(=O)OCC(COC(=O)C(Cl)Cl)(COC(=O)C(Cl)Cl)NC(=O)C(Cl)Cl)CC[C@@]4(C)[C@]3(C)CC[C@H]2C1(C)C,67.0,68.5,62.2,22.7,80.4,90.4,45.1,56.1,86.8
COC(=O)C(C)(C)C1Oc2ccc(C)cc2C(=O)/C1=C\O (configuration not stated),105.8,104.0,105.2,104.4,107.5,112.4,100.5,97.9,97.4
O=NN(c1ccccc1)c1cccc2ccccc12,90.8,86.2,107.5,81.4,100.7,95.4,95.2,86.8,93.9
CC(C)(Oc1ccc([N+](=O)[O-])cc1)C(=O)O,106.0,109.8,99.6,106.8,96.8,103.8,97.0,97.6,106.7
COc1cc(-c2cnnn2-c2nonc2-n2cccc2)cc(OC)c1OC,105.2,99.5,111.9,96.4,nt,107.3,104.5,104.5,104.4
Cc1nc2c(nnn2-c2ccccc2)c2nc(-c3ccccc3)oc(=O)c12,117.5,111.0,116.7,105.1,101.4,104.2,110.1,107.7,97.7
COC(=O)[C@]12CC[C@@H](C(=O)/C=C/c3cccnc3)[C@@H]1[C@H]1CC[C@@H]3[C@@]4(C)CC[C@H](O)C(C)(C)[C@@H]4CC[C@@]3(C)[C@]1(C)CC2,100.1,69.1,91.7,66.3,75.7,84.4,78.9,91.8,97.1
Cc1cc(N2CCCCCC2)nc(N2CCN(CC(=O)Nc3ccc4c(ccn4Cc4ccccc4)c3)CC2)n1,55.4,32.5,70.7,29.0,20.4,67.3,39.2,71.2,55.7
COc1ccc(-c2nnc(-c3ccc(OC)cc3)n2-c2cc(OC)c(OC)c(OC)c2)cc1,117.2,98.5,112.6,74.5,100.4,95.9,96.4,113.4,96.6
N/C(=N\c1nc2c(Cl)cccc2s1)C(Cl)(Cl)Cl,57.9,87.6,3.9*,65.0,20.1,72.7,57.3,81.0,71.1
Nc1ncnc2c1ncn2Cc1nnc(CCC(=O)c2nc3ncccc3[nH]2)o1,107.6,104.3,110.8,90.8,103.7,102.4,102.2,99.1,97.6

Compound profiles, from the list above:
O=C(Nc1cc(F)cc(F)c1)c1nc(-c2ccccc2)n(-c2cccc3ccccc23)n1 as listed: OVCAR-3: 60.7; OVCAR-8: 88.2; DU-145: 90.0; PC-3: 55.9; SF-295: 78.0; SNB-19: 86.8; U251: 72.5; SF-268: 74.5; SF-539: 89.6
O=C1C=CC(c2ccccc2)(c2ccccc2)CC1 as listed: OVCAR-3: 101.0; OVCAR-8: 110.3; DU-145: 106.3; PC-3: nt; SF-295: 90.8; SNB-19: 111.9; U251: 102.3; SF-268: 90.7; SF-539: 97.2

Continuation.
SMILES,OVCAR-3,OVCAR-8,DU-145,PC-3,SF-295,SNB-19,U251,SF-268,SF-539
CCOC(=O)CC1=CSC2=NC3C(NN12)N(C)C(=O)N3C (configuration not stated),nt,102.7,112.6,97.1,100.7,96.0,103.6,101.2,96.2
Cc1cc(C)cc(N=Nc2cc(Br)cc(Br)c2)c1,115.2,101.8,105.2,85.3,110.0,106.5,103.4,107.3,107.3
O=S(=O)(Nc1ccc(Br)cc1)c1ccc(-c2cnc(C3CC3)o2)cc1,-7.1*,41.5,38.1,29.2,28.9,35.3,24.9,39.9,3.6*
Cc1cc(-c2noc(C(F)(F)F)n2)ccc1N1CCN(c2cc(C(=O)N(C)C)no2)CC1,83.9,68.1,85.2,56.8,49.8,64.1,71.9,82.2,86.1
Cc1ccc(NS(=O)(=O)c2ccccc2)cc1,121.2,101.4,111.2,94.8,92.7,102.9,97.4,106.5,112.1
Cc1nc(NC(=O)COc2ccc(/C=C3\Cc4ccc(Cl)cc4C3=O)cc2)sc1C,105.0,nt,111.8,91.9,109.7,106.0,99.4,119.3,101.3
Cc1cc(N2CCCCC2)cc(C)c1-c1csc(NC(=O)c2ccncc2)n1,50.5,51.2,77.0,48.1,22.5,59.8,63.0,60.0,81.1
CCC(O)(CC)C(C(=O)O)c1ccccc1 (configuration not stated),98.7,116.9,104.6,91.7,94.2,105.0,106.1,92.6,94.2
O=C1NN=C2CCCCCC12 (configuration not stated),113.6,102.5,117.8,97.6,99.8,99.6,nt,108.5,105.6
CCCCC1CCc2cccc3c(SCC(=O)N(C)c4cccc(Br)c4)cc[n+]1c23 (configuration not stated),113.5,111.2,118.1,102.1,98.6,95.6,103.8,111.8,103.2
CC(O)CN1CCCC1 (configuration not stated),113.6,96.3,115.4,93.7,116.6,105.0,100.0,108.8,107.7
COc1cc(-c2csc(NC(=O)Nc3ccc(C)cc3)n2)cc(OC)c1OC,72.0,47.9,65.4,36.8,78.2,64.5,56.1,68.8,58.7
CCC(c1ccc(O)cc1)C(CC)c1ccc(OC)cc1 (configuration not stated),98.7,104.6,111.2,88.6,158.3,101.0,96.2,98.7,93.9
Cc1c(-c2ccc(C3CCCCC3)cc2)nc2ccc(F)cc2c1C(=O)O,41.0,37.6,39.3,44.9,3.0*,61.7,44.2,42.8,37.1
O=C(c1cccs1)N1CCN(c2ccccc2)CC1,114.7,101.8,116.6,94.2,108.0,105.8,103.7,108.7,106.6
Cc1ccc(CSCc2ccc(C(=O)NC3CC3)o2)cc1,74.6,72.0,80.5,74.2,nt,98.8,56.4,83.2,79.8
N#CC(NC(N)=O)c1ccccc1 (configuration not stated),104.8,111.4,104.3,98.8,107.8,100.7,106.4,104.2,96.3
CCCN1C(=O)/C(=c2\sc3n(c2=O)C2C(NN=3)N(CC)C(=O)N2CC)c2ccccc21 (configuration not stated),12.4,7.6*,13.6,32.9,7.5*,27.7,17.6,58.7,-17.0*
CC(C)(C)OC(=O)CN1CCc2c(sc3ncnc(N/N=C/c4cccc5ccccc45)c23)C1,39.9,35.6,66.4,31.9,51.5,53.7,45.7,60.2,24.3
Cc1c[nH]c(=S)[nH]c1=S,102.6,93.6,109.1,91.2,98.2,103.5,93.2,95.2,103.8
COc1cc2c(cc1OC)C(c1cc(OC)c(OC)c(OC)c1)C1(O)C(=O)OCC1(O)C2 (configuration not stated),106.3&111.3,103.4&104.2,110.7&120.9,96.8,110.6,105.4&106.7,99.3&100.9,96.4&104.2,95.3&115.9
O=c1ccn2nc3ccccc3c2[nH]1,116.8,113.7,127.6,88.0,117.5,95.5,96.4,110.2,95.9
Nc1c(C(=O)c2ccc(Br)cc2)sc(S)c1-c1nc2ccccc2s1,99.4,98.9,105.7,90.8,104.2,92.3,88.4,95.5,100.6
C=CCNC(=O)SCC,108.8,100.7,109.5,100.5,113.1,103.6,105.5,103.7,91.7
O=C1CCN(CCCN2CCC(=O)NC2=S)C(=S)N1,114.0,106.4,110.1,95.5,117.5,105.2,100.4,107.6,100.4
N#Cc1c(N)nc2c(nnn2-c2ccccc2Cl)c1N,104.7,89.4,111.0,89.8,102.8,94.1,95.5,102.9,98.0
O=Cc1ccc(Oc2nc(N3CCCCC3)nc(N3CCCCC3)n2)cc1,107.8,103.0,104.7,97.7,97.4,97.8,99.8,100.8,89.1
COc1cc(NC(=O)COc2cc(O)c3c(=O)cc(-c4ccccc4)oc3c2)cc(OC)c1,116.1,101.7,97.7,96.0,101.4,94.8,99.9,95.9,95.8
COc1ccccc1NC(=O)C1CCC(=C2C(=O)OC(C)(C)OC2=O)N1 (configuration not stated),102.8,99.6,109.0,105.1,106.1,100.9,103.9,99.1,95.6
CC(CSc1n[nH]c(=S)s1)c1ccccc1 (configuration not stated),117.0,108.5,117.3,102.0,106.1,102.2,107.0,108.8,118.6

Screening results as filed in PubChem BioAssay.
